# Screens: PubChem BioAssay, several laboratories
# NRP1-CendR mod = modulators of CendR peptide binding to NRP-1, primary screen, biochemical, fluorescence polarization, uHTS; FAM-RPARPAR peptide binding to NRP-1; 0.85% of 360,000 active; inhibition, % at 25 µM;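 active means inhibition or corrected inhibition above about 18%, plus a signal ratio from 0.5 to 1.5, limit read from the data, passing the limit was not always enough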; further: strong numbers were not always called active
# Target sequence (O14786 whole entry, looked up): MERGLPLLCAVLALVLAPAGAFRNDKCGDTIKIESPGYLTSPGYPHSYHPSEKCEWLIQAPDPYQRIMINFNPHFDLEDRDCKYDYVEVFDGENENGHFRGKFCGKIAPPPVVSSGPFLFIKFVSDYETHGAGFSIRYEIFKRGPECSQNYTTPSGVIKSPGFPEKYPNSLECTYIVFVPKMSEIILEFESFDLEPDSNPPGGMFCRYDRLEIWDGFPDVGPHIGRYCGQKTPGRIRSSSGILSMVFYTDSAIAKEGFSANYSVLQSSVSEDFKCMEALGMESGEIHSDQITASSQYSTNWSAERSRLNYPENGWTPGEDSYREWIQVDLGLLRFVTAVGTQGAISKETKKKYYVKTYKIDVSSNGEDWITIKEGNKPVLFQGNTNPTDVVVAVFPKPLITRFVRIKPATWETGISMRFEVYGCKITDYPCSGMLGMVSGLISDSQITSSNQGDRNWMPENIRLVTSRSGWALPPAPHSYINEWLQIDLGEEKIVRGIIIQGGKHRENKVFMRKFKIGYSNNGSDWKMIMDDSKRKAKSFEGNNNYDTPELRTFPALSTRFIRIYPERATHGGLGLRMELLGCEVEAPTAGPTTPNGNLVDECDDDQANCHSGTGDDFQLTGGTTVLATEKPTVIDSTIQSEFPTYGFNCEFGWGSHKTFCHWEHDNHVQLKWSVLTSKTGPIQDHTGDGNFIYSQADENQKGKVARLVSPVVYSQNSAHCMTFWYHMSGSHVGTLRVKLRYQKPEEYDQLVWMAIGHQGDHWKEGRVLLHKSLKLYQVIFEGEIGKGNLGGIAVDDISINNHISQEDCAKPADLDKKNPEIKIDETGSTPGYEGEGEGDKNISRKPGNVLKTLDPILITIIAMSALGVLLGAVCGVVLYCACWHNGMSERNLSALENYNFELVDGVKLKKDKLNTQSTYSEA
# bovine MsrA act = bovine MsrA enzyme activators, primary screen, biochemical, absorbance, HTS | Methionine sulfoxide reductase A (Bos taurus) | purified bovine MsrA, absorbance read-out | activation, % at 10.6 µM | 0.3% of 360,000 active; in the data active means activation above about 7.5%;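 further: 0% = vehicle and 100% = reference activator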
# Neddyl block = inhibitors of cullin neddylation, primary screen, biochemical, TR-FRET, uHTS, NAE and Ubc12; AID 651699, 2012; calls only at 25 µM; 0.58% of 360,000 active; NEDD8-conjugating enzyme Ubc12 (Homo sapiens) + NEDD8-activating enzyme E1 regulatory …; in the data active means inhibition above about 36%
# Rin1-Abl PPI inh = inhibitors of Rin1-Abl protein binding, primary screen, biochemical, TR-FRET; inhibition, % at 7.35 µM; 0.4% of 360,000 active; AID 588664, 2011; in the data active means inhibition above about 5%, passing the limit was not always enough
# FAS-TE inh = FAS thioesterase domain inhibitors, primary screen, biochemical, fluorescence intensity, uHTS; Fatty acid synthase (Homo sapiens), P49327; recombinant FAS-TE, OMFH fluorogenic substrate, fluorescence endpoint; inhibition, % at 15 µM; 0.67% of 360,000 active;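 active means compounds whose normalised, plate-corrected inhibition of enzyme fluorescence in the single-dose primary screen is 50% or more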;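 further: 0% = DMSO with enzyme and 100% = substrate without enzyme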
# MT1-MMP act inh = blockers of MT1-MMP proenzyme processing, primary screen, HT1080 RFP-PRO-GFP cells, GFP/RFP fluorescence | 0.061% of 360,000 active | GFP/RFP ratio change, % at 20 µM | GFP/RFP ratio fluorescence, overnight; percent of plate control window, DMSO zero | AID 651647, 2012 | Matrix metalloproteinase-14 (Homo sapiens), P50281;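 active means GFP/RFP ratio change of at least 30% with cell ATP level not reduced by more than half and red fluorescence within 50% of control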; further: strong numbers were not always called active
#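 Material: RFP-PRO-GFP reporter HT1080 cells. Dosing: single-point 20 µM compound, 1% DMSO. Controls: DMSO and RFP-L50D-GFP cell wells. Timing: cells overnight before dosing, compound overnight, 37 °C, 5% CO2. Measure: GFP/RFP fluorescence ratio.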
# E coli Lon inh = inhibitors of E. coli Lon protease, primary screen, biochemical, fluorescence polarization. 0.42% of 360,000 active. inhibition, % at 7.94 µM. P0A9M0. purified E. coli Lon protease; in the data active means inhibition above about 13%, passing the limit was not always enough;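 further: 0% = enzyme with probe and DMSO and 100% = no enzyme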
# MLLE-PAM2 inh = inhibitors of PABP1 MLLE–PAM2 peptide binding, primary screen, biochemical, fluorescence polarization, FITC-PAM2, GST-MLLE | Polyadenylate-binding protein 1 (Homo sapiens), P11940 | inhibition, % at 20 µM | 0.36% of 360,000 active | AID 588489, 2011; in the data active means inhibition above about 35%, passing the limit was not always enough;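 further: plate controls were DMSO wells with GST-MLLE for no effect and wells lacking GST-MLLE protein for full effect; some results filed as inactive read as strong as hits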
# SKN-1 block = suppressors of acrylamide-induced Pgst-4::GFP reporter in worms, primary screen, SKN-1 inhibitor project, whole organism, uHTS, GFP/RFP fluorescence ratio, strain VP596; C. elegans VP596 Pgst-4::GFP/RFP ratio, 24 h; inhibition, % at 21.8 µM; 0.49% of 360,000 active;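 active means interference check ratio from 0.5 to 1.5 plus GFP to RFP signal ratio inhibition reaching or exceeding a fixed threshold, cut at about 30% in these data, passing the limit was not always enough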; further: some compounds called inactive have numbers as strong as hits
# An asterisk follows results filed as active; i = inactive; nt = not tested or not shown; + = active, no number.
SMILES,NRP1-CendR mod,bovine MsrA act,Neddyl block,Rin1-Abl PPI inh,FAS-TE inh,MT1-MMP act inh,E coli Lon inh,MLLE-PAM2 inh,SKN-1 block
CCOC1=C/C(=C/c2c(N)n3nc(CC(=O)N4CCCC4)sc3nc2=O)C=CC1=O,-123,-2,i,-1,-8,-20,-55,-86,17
CSc1nc(N)c2cn[nH]c2n1,14,-2,i,0,-3,-3,-6,-10,-14
Cc1cccc(NC(=O)CSCC(=O)Nc2cc(Cl)ccc2N2CCOCC2)c1,5,-4,i,2,17,-1,5,-2,0
COc1ccc(OC)c(C(=O)COC(=O)COc2ccccc2F)c1,8,-2,i,0,7,0,-10,-4,28
CCOC(=O)c1c(NC(=O)CN2CCN(c3ccc(Cl)cc3)CC2)sc(C)c1C,7,-11,i,1,16,-2,1,3,2
O=C(Nc1cccc(S(=O)(=O)N2CCOCC2)c1)c1cnn2c(C(F)F)cc(-c3ccccc3)nc12,-5,-4,i,-3,14,4,-2,-17,13
CS(=O)(=O)N(CC(=O)NC1CC2CCC1C2)c1cccc(C(F)(F)F)c1 (configuration not stated),3,-1,i,0,-4,-3,-4,2,5
O=C(Cc1ccc(F)cc1)N[C@@H]1c2ccccc2CC[C@@H]1O,3,-2,i,-2,0,-2,-1,5,9
Nc1cccnc1S(=O)(=O)c1cccc(C(F)(F)F)c1,5,-2,i,2,0,1,-4,-3,17
CC(C)C[C@H]1CN(CCCC[C@@H]2CNC(=O)C(=O)N2CCc2ccccc2)C(=O)C(=O)N1CCc1ccc(O)cc1,7,-2,i,nt,-7,-2,-5,nt,-5
Cc1nc2ccc(S(=O)(=O)Nc3cccc(-c4nc5cccnc5s4)c3C)cc2s1,-2,-1,i,0,7,7,-2,6,11
O=C(c1cccc(Cl)c1)N1CCN(c2ncnc3c2cnn3-c2ccccc2)CC1,1,-7,i,-1,-8,2,-3,-3,0
CS(=O)(=O)c1ccc(Cl)c(NC(=O)C2CCN(S(=O)(=O)c3cccs3)CC2)c1,9,-4,i,-4,12,3,-10,-7,-4
CC(=O)c1c(NCCc2ccccc2)nc(=S)n(-c2ccccc2)c1C,-3,-3,i,1,2,5,1,30,6
Cc1nnc2c(Oc3ccccc3)nc3ccccc3n12,0,-8,i,2,-5,2,-2,-2,-27
COc1cccc(N2CCN(C(=O)c3ccc(CS(=O)c4ccccc4Cl)o3)CC2)c1 (configuration not stated),19,-3,i,-3,2,10,8,7,-13
COc1ccc(C(C(=O)NC2CCCCC2)N2CCC3(CC2)OCCO3)cc1 (configuration not stated),-4,-1,i,0,-5,0,-5,7,7
Nc1ccc(NC(=O)c2ccco2)c(Cl)c1,-2,-5,i,-2,-11,-5,-12,-15,1
Cc1c2cn[nH]c(=O)c2c(C)n1Cc1ccc(F)cc1,-7,-1,i,0,-2,4,-10,-29,-2
O=C(c1cccc(-c2ccco2)c1)N1CCCC(N2CCN(c3ccc(F)cc3)CC2)C1 (configuration not stated),-4,-4,i,0,10,2,9,-5,-6
Cc1ccc(NC(=O)CSc2nccn2C)cc1F,9,-9,i,2,-7,-4,5,-11,1
CCOC(=O)N1CCC(NC(=O)CSCc2nc(-c3cccc(OC)c3)oc2C)CC1,0,-3,i,-1,-6,-3,-1,14,-7
CC(=O)c1ccc2ccccc2c1OC(=O)c1ccncc1,-7,-1,i,-5,7,-1,2,2,12
O=C(CSCc1ccc(Cl)cc1)NCCSCc1ccco1,5,-7,i,-3,10,-3,1,15,-8
O=[N+]([O-])/C=C/c1cn(Cc2ccccc2)c2ccccc12,0,0,i,-2,-62,-9,-7,-31,1
CC1CCCC(NC(=O)CN2C(=O)NC(C)(c3ccccc3)C2=O)C1C (configuration not stated),-16,-5,i,2,-2,3,13,-29,8
Cc1nc2ccccc2c(=O)n1/N=C/c1ccc(C(C)C)cc1,-1,0,i,2,7,7,3,-2,21
CC(C)(C)C(=O)N1CCc2cc(-c3csc(N)n3)ccc21,-3,0,i,-5,0,2,-1,9,6
C=C(C)COc1ccc2c(CC)cc(=O)oc2c1C,2,-1,i,-1,12,2,-3,5,4
CCOc1ccc(N2C(=O)CNC2=S)cc1,-6,-4,i,3,-7,-9,-10,-14,-11

# An excerpt of these results, with each value named:
Cc1nc2ccccc2c(=O)n1/N=C/c1ccc(C(C)C)cc1
  NRP1-CendR mod: -1
  bovine MsrA act: 0
  Neddyl block: i
  Rin1-Abl PPI inh: 2
  FAS-TE inh: 7
  MT1-MMP act inh: 7
  E coli Lon inh: 3
  MLLE-PAM2 inh: -2
  SKN-1 block: 21

CC(C)(C)C(=O)N1CCc2cc(-c3csc(N)n3)ccc21
  NRP1-CendR mod: -3
  bovine MsrA act: 0
  Neddyl block: i
  Rin1-Abl PPI inh: -5
  FAS-TE inh: 0
  MT1-MMP act inh: 2
  E coli Lon inh: -1
  MLLE-PAM2 inh: 9
  SKN-1 block: 6

C=C(C)COc1ccc2c(CC)cc(=O)oc2c1C
  NRP1-CendR mod: 2
  bovine MsrA act: -1
  Neddyl block: i
  Rin1-Abl PPI inh: -1
  FAS-TE inh: 12
  MT1-MMP act inh: 2
  E coli Lon inh: -3
  MLLE-PAM2 inh: 5
  SKN-1 block: 4

CCOc1ccc(N2C(=O)CNC2=S)cc1
  NRP1-CendR mod: -6
  bovine MsrA act: -4
  Neddyl block: i
  Rin1-Abl PPI inh: 3
  FAS-TE inh: -7
  MT1-MMP act inh: -9
  E coli Lon inh: -10
  MLLE-PAM2 inh: -14
  SKN-1 block: -11

# (further entries)
SMILES,NRP1-CendR mod,bovine MsrA act,Neddyl block,Rin1-Abl PPI inh,FAS-TE inh,MT1-MMP act inh,E coli Lon inh,MLLE-PAM2 inh,SKN-1 block
Cc1ccccc1Nc1ncnc2c1cnn2-c1ccccc1,4,-1,i,0,-2,-7,2,-9,-1
N/C(Cc1ccc(Cl)cc1)=N\OC(=O)C1CCCCC1,-6,2,i,2,1,-1,1,7,9
CCC(CO)NCC#Cc1ccccc1 (configuration not stated),2,-1,i,-3,-5,1,7,13,-4
CC1CCN(C(=O)CSc2nc(N)c(NC(=O)c3ccccc3)c(=O)[nH]2)CC1,8,-4,i,0,-4,-2,8,22,14
Cc1cc(Nc2ccccc2)n(C(=O)c2ccc(N)cc2)n1,1,-13,i,2,13,1,5,-11,-16
O=C(Nc1cc(C(F)(F)F)ccc1Cl)c1cc(C2CC2)on1,2,-3,i,1,0,3,-2,5,-14
Cc1cccc(NC(=O)NNC(=O)COc2ccc3ccccc3c2)c1,-1,-3,i,0,0,-3,4,10,-1
CC(C)(C)c1ccc(OCc2ccc(C(=O)NCc3cccnc3)o2)cc1,6,-1,i,-3,-134,0,-12,6,-3
O=C(CSCCO)Nc1cccc(C(F)(F)F)c1,-6,-3,i,-2,-2,-3,-2,2,-5
CC1CN(C(=O)c2ccc(CNS(=O)(=O)c3cccc(Cl)c3)cc2)CC(C)O1 (configuration not stated),28*,0,i,2,-2,-1,-1,10,17
CCCNC(=O)c1cc(OC)c(OC)cc1[N+](=O)[O-],1,-2,i,6,-2,2,0,1,14
O=C(c1ccccc1)c1ccc(OCC(O)CNCc2ccc(F)cc2)cc1 (configuration not stated),12,0,i,1,-5,3,-1,-3,14
NC(=O)C1CCN(C(=O)c2cc(S(=O)(=O)N3CCN(c4ccccc4)CC3)ccc2Cl)CC1,15,-3,i,2,-7,4,8,-7,-1
CC1CCc2c(sc3nc(C4CC4)nc(N4CCN(C(=O)c5ccco5)CC4)c23)C1 (configuration not stated),3,-2,i,2,26,-37,-14,3,10
COc1ccc(NC(=O)C2=CC=CN3CCS(=O)(=O)N=C23)c(OC)c1,5,-7,i,0,-8,2,-2,-33,23
O=C(c1ccco1)N(Cc1ccc(Cl)cc1)C1CCS(=O)(=O)C1 (configuration not stated),0,-7,i,2,-1,-5,12,-8,-4
CCOc1ccc2oc(C(=O)NNC(=O)c3csc(N4CCOCC4)n3)c(C)c2c1,-15,-4,+,2,1,-1,0,8,9
COc1cccc(CN(C)CC(O)COC(c2ccccc2)c2ccccc2C)c1 (configuration not stated),3,3,i,0,2,-4,-7,6,-13
Cc1nnc(SCC(=O)NC(=O)NC(C)(C)C)n1N,5,-3,i,0,-3,4,-2,-3,-21
CCOC(=O)N1CN(C(=O)OCC)CN(C(=O)OCC)C1,10,-1,i,7,-7,4,-2,10,-9
CC(C)(C)c1ccc(Cn2nnc3c(=O)[nH]c(C4CCN(C(=O)c5ccco5)CC4)nc32)cc1,3,1,i,2,-70,-2,-7,0,-11
CCOc1ccc(S(=O)(=O)N2CCCC(C(=O)N3CCC(C(N)=O)CC3)C2)cc1Cl (configuration not stated),9,-5,i,-1,-1,-2,-7,-2,2
N#CCC(=O)N1CCCCCC1,10,-1,i,2,-9,-1,-8,1,8
COC(=O)c1cc(O)c(OCc2ccccc2)c(O)c1,5,-5,i,-2,-4,-1,2,-3,-12
O=C(Oc1ccc(-c2cnc3ccccc3n2)cc1)c1cccc([N+](=O)[O-])c1,4,-2,i,0,10,1,-2,11,14
COc1ccc2[nH]c(=O)c(CN(Cc3nnnn3Cc3ccc(F)cc3)CC3CCCO3)cc2c1 (configuration not stated),9,-1,+,2,-6,1,-5,0,-7
CCC(=O)N1CCN(c2c(Cl)cccc2[N+](=O)[O-])CC1,19,1,i,-3,0,1,2,14,19
CC1Cc2ccccc2N1C(=O)Cn1cc([N+](=O)[O-])cn1 (configuration not stated),-2,-4,i,-1,7,0,-8,5,-1
O=C(NCc1ccc2c(c1)OCO2)C1CCCN1C(=O)Nc1cccc(Cl)c1 (configuration not stated),18,-7,i,2,-1,1,-10,-1,-7
CC(=O)Oc1ccccc1C(=O)Oc1ccccc1C(=O)O,-8,0,i,2,-2,1,11,4,-13
O=C(NS(=O)(=O)Oc1cccc(F)c1)OC[C@@H]1CCCN2CCCCC12 (some centres not stated),3,-4,i,0,-4,-4,-6,6,5
COc1ccc(CC(=O)Nc2nc(OCCN3CCCC3=O)cnc2-c2cccc(C(F)(F)F)c2)cc1,-8,-1,i,2,-3,2,3,-5,5
CCOc1ccccc1NC(=O)CCc1nnc2ccc(NCc3ccco3)nn12,-5,-1,i,1,-3,-5,-9,3,-3
O/N=C\c1ccc(-c2ccccc2)o1,3,2,i,-1,-6,-3,2,-6,3
NC(N)=N/N=C/c1ccc(OCc2ccc(Cl)cc2Cl)cc1,-12,-2,i,0,-67,-1,-1,-35,28
O=C1C2C3C=CC(CC3)C2C(=O)N1c1ccccc1[N+](=O)[O-] (configuration not stated),0,0,i,-1,-4,1,7,12,19
CSc1ccc(/C=N/N2CCN(Cc3ccccc3)CC2)cc1,-7,-1,i,1,18,4,13,22,19
O=[N+]([O-])C1C(c2ccccc2)C12c1ccccc1-c1ccccc12 (configuration not stated),-4,-14,i,0,27,7,5,16,-9
Cc1cc(/C=N\O)c(C)n1-c1ccncc1,6,-2,i,2,-9,-1,10,-64,14
COc1ccc(CCNC2CC(=O)N(CCc3ccc(OC)c(OC)c3)C2=O)cc1 (configuration not stated),6,-8,i,-1,-12,2,-1,2,-29
O=[n+]1cc(-c2cc3ccccc3o2)n([O-])c2c1CCCC2,-1,-5,+,-1,-7,5,-2,10,-14
OC(CNCC1CCCO1)Cn1c2ccc(Cl)cc2c2cc(Cl)ccc21 (configuration not stated),11,0,i,-1,-5,-2,9,0,-5
COc1cccc(-c2ccc3ncnc(N(C)Cc4ccco4)c3c2)c1,4,-9,i,1,15,9,3,5,10
